PAFAH2 FP inh: inhibitors of human PAFAH2. Q99487. recombinant PAFAH2, FP-rhodamine activity probe, fluorescence polarization. inhibition, % at 3.39 µM. actives 0.99% (n = 340,000);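 active means inhibition above the mean over all tested compounds plus 3 SD, cut at about 30% in these data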;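 further: inhibitors block probe labeling of enzyme so polarization drops; 0% = enzyme with DMSO and 100% = wells lacking PAFAH2 protein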
pPAFAH inh: inhibitors of human plasma PAF acetylhydrolase (pPAFAH). Q13093. recombinant pPAFAH, FP-rhodamine probe fluorescence polarization. inhibition, % at 3.39 µM. actives 1.5% (n = 330,000). AID 463082;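 active means inhibition above the mean inhibition across the screen plus 3 SD, cut at about 25% in these data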;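 further: inhibitors block binding of the rhodamine activity-based probe so polarization drops; 0% = enzyme with DMSO and 100% = wells lacking pPAFAH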
PAD4 FP inh: PAD4 (human) enzyme inhibition; Q9UM07; recombinant PAD4, RCA probe fluorescence polarization; inhibition, % at 6.36 µM; actives 0.41% (n = 330,000);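 active means percent inhibition above a cutoff equal to the mean of all tested compounds plus 3 SD, cut at about 15% in these data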;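 further: 0% = PAD4 with RCA probe and DMSO and 100% = probe without PAD4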
Target sequence (Q9UM07 whole entry, looked up): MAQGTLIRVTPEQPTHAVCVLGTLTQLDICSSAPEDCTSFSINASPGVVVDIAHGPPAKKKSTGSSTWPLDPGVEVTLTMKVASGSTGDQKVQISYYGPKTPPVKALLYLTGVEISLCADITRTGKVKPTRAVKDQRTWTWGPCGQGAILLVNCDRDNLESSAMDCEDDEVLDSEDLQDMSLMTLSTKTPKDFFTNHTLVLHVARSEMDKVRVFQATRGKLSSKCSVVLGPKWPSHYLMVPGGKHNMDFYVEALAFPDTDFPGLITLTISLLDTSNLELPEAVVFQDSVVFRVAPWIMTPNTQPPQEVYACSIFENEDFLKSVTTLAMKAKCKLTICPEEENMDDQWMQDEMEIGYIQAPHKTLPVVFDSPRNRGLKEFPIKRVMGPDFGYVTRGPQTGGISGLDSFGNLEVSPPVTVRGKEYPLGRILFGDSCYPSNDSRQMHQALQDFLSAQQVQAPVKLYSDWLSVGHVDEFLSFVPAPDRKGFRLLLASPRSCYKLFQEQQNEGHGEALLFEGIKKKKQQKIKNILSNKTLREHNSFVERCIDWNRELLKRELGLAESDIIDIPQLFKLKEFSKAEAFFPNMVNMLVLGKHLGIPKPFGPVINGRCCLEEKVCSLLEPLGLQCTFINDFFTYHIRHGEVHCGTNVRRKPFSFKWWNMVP
PAFAH1B2 FP inh: PAFAH1B2 (human) inhibition; P68402; recombinant PAFAH1B2, FP-rhodamine activity probe, fluorescence polarization; inhibition, % at 3.39 µM; actives 1.2% (n = 340,000); AID 492953;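 active means inhibition above the mean of all tested compounds plus 3 SD, cut at about 24% in these data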;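 further: 0% = enzyme with DMSO and 100% = wells lacking PAFAH1B2; many of its hits are not listed in these tables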
PAFAH1B3 FP inh: blocks human PAF acetylhydrolase 1B catalytic subunit 3; actives 0.28% (n = 340,000); AID 492972; Q15102; inhibition, % at 3.39 µM; recombinant PAFAH1B3, FP-rhodamine probe, fluorescence polarization;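 active means inhibition above the screen-wide average of all tested compounds plus 3 SD, cut at about 25% in these data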;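 further: 0% = enzyme with DMSO only and 100% = wells lacking PAFAH1B3 protein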
Target sequence (Q15102 whole entry, looked up): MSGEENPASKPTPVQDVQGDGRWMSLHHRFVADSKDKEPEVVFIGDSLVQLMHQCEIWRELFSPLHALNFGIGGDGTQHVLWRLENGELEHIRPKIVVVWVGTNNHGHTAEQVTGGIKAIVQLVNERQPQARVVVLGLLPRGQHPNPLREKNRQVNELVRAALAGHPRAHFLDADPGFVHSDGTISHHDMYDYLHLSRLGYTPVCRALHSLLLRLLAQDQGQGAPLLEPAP
PME-1 inh: blocks human protein phosphatase methylesterase 1. AID 2130. actives 0.53% (n = 320,000). Q9Y570. inhibition, % at 5.9 µM. recombinant PME-1, FP-Rh probe fluorescence polarization;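 active means inhibition above the campaign mean of all compounds plus 3 SD, cut at about 26% in these data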;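 further: competitive labeling of PME-1 active site by serine hydrolase directed probe; 0% = PME-1 with DMSO and 100% = wells lacking PME-1 enzyme; inhibitors block probe labeling so polarization falls and inhibition rises; many of its hits are not listed in these tables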
Fam108B inh: counter-screen for RBBP9 inhibitors: inhibitors of mouse Fam108B; inhibition, % at 9.51 µM; recombinant Fam108B, FP-Rh probe fluorescence polarization; actives 0.33% (n = 300,000); AID 1947;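 active means inhibition above the screen mean inhibition plus 3 SD, computed separately per campaign, cut at about 18% in these data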;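 further: inhibitors lower polarization as less probe binds the enzyme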
GSTO1 counter: counter-screen for RBBP9 inhibitors: inhibitors of human GSTO1. actives 1.1% (n = 300,000). recombinant GSTO1, activity-based probe fluorescence polarization. inhibition, % at 5.96 µM. AID 1974. P78417;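 active means inhibition above the campaign mean inhibition plus 3 SD, cut at about 35% in these data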;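 further: 0% = GSTO1-1 with DMSO and 100% = wells lacking GSTO1-1 enzyme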
LYPLA1 counter: LYPLA1 (human) inhibition in PME1 counter-screen; actives 0.16% (n = 320,000); recombinant LYPLA1, FP-Rh probe fluorescence polarization; inhibition, % at 5.9 µM;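 active means inhibition above the mean of all tested compounds plus 3 SD, set per campaign, cut at about 14% in these data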;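 further: inhibitors block serine hydrolase probe labeling of LYPLA1 so polarization falls; 0% = enzyme with DMSO and 100% = wells lacking LYPLA1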
Active calls of the source: *. This is a subset; count on the stated rates, not on these rows.

`Cc1ccc(NC(=O)CSc2nnc(C)n2CC2CCCO2)cc1` (centres undefined) gave PAFAH2 FP inh -3, pPAFAH inh -1, PAD4 FP inh -4, PAFAH1B2 FP inh -8, PAFAH1B3 FP inh 6, PME-1 inh -5, Fam108B inh 0, GSTO1 counter -3 and LYPLA1 counter 3.
Screening CC(=O)NC1C(=O)N(C)c2ccc(Br)cc21 (centres undefined) returned PAFAH2 FP inh 3, pPAFAH inh -1, PAD4 FP inh -1, PAFAH1B2 FP inh 5, PAFAH1B3 FP inh 7, PME-1 inh -2, Fam108B inh 5, GSTO1 counter 9 and LYPLA1 counter -1.
Screening CCNS(=O)(=O)c1ccc(C(=O)OCC(=O)N2CCCc3ccccc32)cc1 returned PAFAH2 FP inh -2, pPAFAH inh 7, PAD4 FP inh 5, PAFAH1B2 FP inh 4, PAFAH1B3 FP inh 7, PME-1 inh -1 and LYPLA1 counter -1.
O=C(CSc1nnc(-c2ccco2)n1Cc1ccco1)NCc1cccs1 was read as PAFAH2 FP inh 1, pPAFAH inh 5, PAD4 FP inh 1, PAFAH1B2 FP inh 2, PAFAH1B3 FP inh 1, PME-1 inh 2, Fam108B inh 1, GSTO1 counter 5 and LYPLA1 counter 2.
Cc1cccc(S(=O)(=O)N2CCCc3ccccc32)c1 was read as PAFAH2 FP inh 4, pPAFAH inh 7, PAD4 FP inh 2, PAFAH1B2 FP inh 6, PAFAH1B3 FP inh 1, PME-1 inh -1, Fam108B inh -2, GSTO1 counter -4 and LYPLA1 counter 3.
Cc1ccc(NS(=O)(=O)c2c(C)ccc3nsnc23)c([N+](=O)[O-])c1 was read as PAFAH2 FP inh 4, pPAFAH inh 5, PAD4 FP inh 1, PAFAH1B2 FP inh 5, PAFAH1B3 FP inh -1, PME-1 inh 6, Fam108B inh 1, GSTO1 counter 27 and LYPLA1 counter 0.
Screening O=C(c1ccccc1)N1CCN(c2ccc([N+](=O)[O-])cc2-n2cccc2)CC1 returned PAFAH2 FP inh 0, pPAFAH inh 8, PAD4 FP inh 3, PAFAH1B2 FP inh -1, PAFAH1B3 FP inh 1, PME-1 inh 1, Fam108B inh 0, GSTO1 counter 1 and LYPLA1 counter -2.
Screening O=S(=O)(Nc1ccccc1N1CCOCC1)c1ccccc1C(F)(F)F returned PAFAH2 FP inh 4, pPAFAH inh 7, PAD4 FP inh 0, PAFAH1B2 FP inh 9 and PAFAH1B3 FP inh 7.
Cc1ccc2c(c1)nnn2C1CCN(C(=O)NCc2ccccc2)CC1 was read as PAFAH2 FP inh 3, pPAFAH inh 9, PAD4 FP inh 0, PAFAH1B2 FP inh 2, PAFAH1B3 FP inh 4, PME-1 inh -7, Fam108B inh 2, GSTO1 counter 9 and LYPLA1 counter 4.
`COc1cc(OC)cc(C(=O)NC(C(=O)NCCc2ccccn2)C(C)C)c1` (centres undefined) gave PAFAH2 FP inh 2, pPAFAH inh 4, PAD4 FP inh -6, PAFAH1B2 FP inh 5 and PAFAH1B3 FP inh 6.
For CCOc1ccc(/C=N/NC(=O)c2ccoc2C)cc1OC the results were PAFAH2 FP inh -4, pPAFAH inh -4, PAD4 FP inh -1, PAFAH1B2 FP inh 7, PAFAH1B3 FP inh 15, PME-1 inh -6, Fam108B inh 2, GSTO1 counter 6 and LYPLA1 counter 0.
For COc1ccccc1NC(=O)Cc1noc(CSc2nnc(C)s2)n1 the results were PAFAH2 FP inh -1, pPAFAH inh 2, PAD4 FP inh -1, PAFAH1B2 FP inh 2, PAFAH1B3 FP inh 3, PME-1 inh -2, Fam108B inh 3, GSTO1 counter -3 and LYPLA1 counter -1.
Screening COC(=O)c1cc(-c2c(-c3cc(OC)c(OC)c(OC)c3)noc2C)cc([N+](=O)[O-])c1 returned PAFAH2 FP inh 6, pPAFAH inh -4, PAD4 FP inh -1, PAFAH1B2 FP inh -4, PAFAH1B3 FP inh 0, PME-1 inh 0, Fam108B inh -1, GSTO1 counter 3 and LYPLA1 counter 2.
For CCn1c(SCC(=O)NC2CC2)nnc1-c1ccc(C)cc1 the results were PAFAH2 FP inh 0, pPAFAH inh 4, PAD4 FP inh -1, PAFAH1B2 FP inh 1, PAFAH1B3 FP inh 4, PME-1 inh 1, Fam108B inh 2, GSTO1 counter -6 and LYPLA1 counter 0.
Screening O=C(COC(=O)c1ccccn1)NCc1ccc(Cl)cc1Cl returned PAFAH2 FP inh -1, pPAFAH inh 4, PAD4 FP inh -2, PAFAH1B2 FP inh -4, PAFAH1B3 FP inh 0, PME-1 inh 2 and LYPLA1 counter 3.
COc1ccc(N=Cc2[nH]c3ccccc3c2O)cc1 was read as PAFAH2 FP inh -3, pPAFAH inh 4, PAD4 FP inh -10, PAFAH1B2 FP inh 1, PAFAH1B3 FP inh 6, PME-1 inh 4, Fam108B inh 4, GSTO1 counter 13 and LYPLA1 counter -1.
`CCN(c1ccc(NC(=O)CCNC(=O)c2ccco2)cc1)C(C)C` gave PAFAH2 FP inh 0, pPAFAH inh 2, PAD4 FP inh -1, PAFAH1B2 FP inh 4, PAFAH1B3 FP inh 3, PME-1 inh 4, Fam108B inh 1, GSTO1 counter 5 and LYPLA1 counter -3.
`Cc1ccc(-c2nn(-c3ccccc3)cc2CNCc2ccccc2)cc1` gave pPAFAH inh -1, PAD4 FP inh -4, PME-1 inh -8, Fam108B inh 0, GSTO1 counter -4 and LYPLA1 counter -3.
Screening Cc1ccc(S(=O)(=O)N(C)c2ccc(OC(=O)c3cccs3)cc2)cc1 returned PAFAH2 FP inh 28, pPAFAH inh 2, PAD4 FP inh -4, PAFAH1B2 FP inh 2 and PAFAH1B3 FP inh 10.
Screening O=C(Nc1ccc2c(c1)nc1n2CCN(Cc2ccccc2)C1)NC1CCCCC1 returned PAFAH2 FP inh -5, pPAFAH inh 8, PAD4 FP inh -4, PAFAH1B2 FP inh 3, PAFAH1B3 FP inh -5, PME-1 inh -6, Fam108B inh 5, GSTO1 counter -5 and LYPLA1 counter -2.
CC(C)OCCCn1c(=NC(=O)c2cccs2)c(C#N)cc2c(=O)n3ccccc3nc21 was read as pPAFAH inh 0, PAD4 FP inh -3, PME-1 inh 0, Fam108B inh 0, GSTO1 counter 3 and LYPLA1 counter -1.
Cc1c(C(=O)N/N=C/c2cccc(O)c2)nnn1-c1nonc1N was read as PAFAH2 FP inh 4, pPAFAH inh 5, PAD4 FP inh 1, PAFAH1B2 FP inh 1, PAFAH1B3 FP inh 9, PME-1 inh -2, Fam108B inh 1, GSTO1 counter 0 and LYPLA1 counter 0.
Screening Cc1cc(=O)oc2cc(Oc3ccc(C(N)=O)cc3[N+](=O)[O-])ccc12 returned PAFAH2 FP inh -3, pPAFAH inh -1, PAD4 FP inh -2, PAFAH1B2 FP inh 1, PAFAH1B3 FP inh -1, PME-1 inh 5, Fam108B inh 6, GSTO1 counter 1 and LYPLA1 counter 4.
CCOC(=O)c1ccc(NC(=O)C2CCN(S(=O)(=O)c3ccccc3)CC2)cc1 was read as PAFAH2 FP inh 1, pPAFAH inh -4, PAD4 FP inh 1, PAFAH1B2 FP inh 0, PAFAH1B3 FP inh 6, PME-1 inh -2, Fam108B inh -10, GSTO1 counter 1 and LYPLA1 counter -5.

The last 2 entries of the part before come first, to join the parts:
Screening Cc1cc(=O)oc2cc(Oc3ccc(C(N)=O)cc3[N+](=O)[O-])ccc12 returned PAFAH2 FP inh -3, pPAFAH inh -1, PAD4 FP inh -2, PAFAH1B2 FP inh 1, PAFAH1B3 FP inh -1, PME-1 inh 5, Fam108B inh 6, GSTO1 counter 1 and LYPLA1 counter 4.
CCOC(=O)c1ccc(NC(=O)C2CCN(S(=O)(=O)c3ccccc3)CC2)cc1 was read as PAFAH2 FP inh 1, pPAFAH inh -4, PAD4 FP inh 1, PAFAH1B2 FP inh 0, PAFAH1B3 FP inh 6, PME-1 inh -2, Fam108B inh -10, GSTO1 counter 1 and LYPLA1 counter -5.
For O=C(CCCCn1c(=O)c2ccccc2n(Cc2ccc(Cl)cc2)c1=O)NCc1ccco1 the results were PAFAH2 FP inh -1, pPAFAH inh 2, PAD4 FP inh 0, PAFAH1B2 FP inh 1, PAFAH1B3 FP inh 5, PME-1 inh 0, Fam108B inh -6, GSTO1 counter -1 and LYPLA1 counter -5.
Cc1ccccc1OCCC(=O)N1CCN(S(=O)(=O)c2ccccc2F)CC1 was read as PAFAH2 FP inh 5, pPAFAH inh 4, PAD4 FP inh 0, PAFAH1B2 FP inh 0, PAFAH1B3 FP inh 4, PME-1 inh 7, Fam108B inh 0, GSTO1 counter -1 and LYPLA1 counter 0.
For Cc1ccc(CNC(=O)C2CCN(S(=O)(=O)c3cccnc3)CC2)cc1 the results were PAFAH2 FP inh 7, pPAFAH inh 5, PAD4 FP inh 1, PAFAH1B2 FP inh 0, PAFAH1B3 FP inh 13, PME-1 inh 4, Fam108B inh 5, GSTO1 counter 2 and LYPLA1 counter -3.
`CCOC(=O)c1cnc(SC)nc1Oc1cccc(NS(=O)(=O)c2ccccc2)c1` gave PAFAH2 FP inh 1, pPAFAH inh 1, PAD4 FP inh -2, PAFAH1B2 FP inh 5, PAFAH1B3 FP inh -2, PME-1 inh 2, Fam108B inh -4, GSTO1 counter -3 and LYPLA1 counter -3.
For Nc1c(Cl)cc(C2=NCCn3c2c2ccc([N+](=O)[O-])cc2[n+]3[O-])cc1Cl the results were PAFAH2 FP inh 1, pPAFAH inh 15, PAD4 FP inh -20, PAFAH1B2 FP inh -6, PAFAH1B3 FP inh 5, PME-1 inh 13, Fam108B inh -4, GSTO1 counter 17 and LYPLA1 counter -6.
Screening CCOC(=O)N1CCC(NC(=O)c2ccc3c(c2)sc2nc(-c4ccc(OC)cc4)cn23)CC1 returned pPAFAH inh 1, PAD4 FP inh 3, PME-1 inh 0, Fam108B inh -3, GSTO1 counter -1 and LYPLA1 counter 0.
Screening CC(C)C[C@H](NC(=O)c1[nH]cnc1C(=O)Nc1ccc(CNC(=O)OC(C)(C)C)cc1)C(=O)OCc1ccccc1 returned PAFAH2 FP inh -40, pPAFAH inh -12, PAD4 FP inh -3, PAFAH1B2 FP inh -24, PAFAH1B3 FP inh -41, PME-1 inh -32, Fam108B inh -34, GSTO1 counter -16 and LYPLA1 counter -30.
COc1ccc(CCN(Cc2ccccn2)C(=S)Nc2cccc(SC)c2)cc1OC was read as PAFAH2 FP inh -2, pPAFAH inh -3, PAD4 FP inh -3, PAFAH1B2 FP inh 3, PAFAH1B3 FP inh -4, PME-1 inh 1, Fam108B inh 0, GSTO1 counter -4 and LYPLA1 counter -1.
O=C(Nc1nnc(-c2cccnc2)o1)c1cccc(Cl)c1 was read as PAFAH2 FP inh -11, pPAFAH inh 2, PAD4 FP inh 0, PAFAH1B2 FP inh 0, PAFAH1B3 FP inh 6, PME-1 inh 0, Fam108B inh 0, GSTO1 counter -27 and LYPLA1 counter -1.

Structures from the list above that have fluorine, in the order listed:
Screening O=S(=O)(Nc1ccccc1N1CCOCC1)c1ccccc1C(F)(F)F returned PAFAH2 FP inh 4, pPAFAH inh 7, PAD4 FP inh 0, PAFAH1B2 FP inh 9 and PAFAH1B3 FP inh 7.
Cc1ccccc1OCCC(=O)N1CCN(S(=O)(=O)c2ccccc2F)CC1 was read as PAFAH2 FP inh 5, pPAFAH inh 4, PAD4 FP inh 0, PAFAH1B2 FP inh 0, PAFAH1B3 FP inh 4, PME-1 inh 7, Fam108B inh 0, GSTO1 counter -1 and LYPLA1 counter 0.

Screening results as filed in PubChem.
